# Source: PubChem BioAssay (National Center for Advancing Translational Sciences (NCATS))
# GoLoco inh red: RGS12 GoLoco-Gai1 interaction inhibition | P63096 | Gai1:RGS12 GoLoco peptide FP, rhodamine, 10 min | Potency, µM (titrated, usually from 61.6 µM), without a hit: top-dose activity, negative = inhibition, hits mostly inhibitors | 0.44% of 230,000 active; active = well fitted inhibition curve with a large enough effect, not every such curve was filed as active; inactive = no such curve, though single readings can be large or run the other way; note: nearly all actives have a fitted effect of over 30% in size; many of its hits are not listed in these tables
# Target sequence (P63096 whole entry, looked up): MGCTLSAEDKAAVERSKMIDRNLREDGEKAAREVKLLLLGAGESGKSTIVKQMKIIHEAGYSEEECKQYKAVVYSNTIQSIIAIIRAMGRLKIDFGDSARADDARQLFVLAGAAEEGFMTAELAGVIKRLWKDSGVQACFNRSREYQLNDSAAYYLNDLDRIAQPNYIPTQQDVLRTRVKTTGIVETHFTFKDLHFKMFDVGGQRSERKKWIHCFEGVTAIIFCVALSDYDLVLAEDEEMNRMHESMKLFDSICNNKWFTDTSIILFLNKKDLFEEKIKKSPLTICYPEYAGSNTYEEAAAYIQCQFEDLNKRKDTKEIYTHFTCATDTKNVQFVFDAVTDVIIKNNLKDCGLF
# Tau FP inhib: blocks human tau fibril formation measured by polarization; P10636; K18 P301L tau heparin fibrillization, Alexa594 FP, 6 h; Potency, µM (top dose mostly 57.7 µM), for the others: top-dose activity, negative = inhibition, usual class: inhibitors; 0.39% of 280,000 active; AID 1468; note: nearly all actives have a fitted effect of over 55% in size
# Target sequence (P10636 561-689 P618L limits assumed): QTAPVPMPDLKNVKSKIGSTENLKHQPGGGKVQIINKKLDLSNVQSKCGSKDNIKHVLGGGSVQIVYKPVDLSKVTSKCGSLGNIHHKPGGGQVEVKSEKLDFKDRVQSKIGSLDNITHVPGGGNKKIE
#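 K18 P301L tau (15 uM unlabeled/0.24 uM Alexa 594-labeled, final) + compound + heparin 20 uM final; 100 mM NaOAc pH 7; 6 hr 37 C; ThT 30 uM final added, 1 hr RT; FP ex 555/em 632 nm.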
# Tau fibril ThT: tau fibrillization inhibition (ThT binding) | 2.1% of 270,000 active | P10636 | AID 1460 | Potency, µM (series often up to 57.4 µM), inactives show at the highest dose activity, negative = inhibition, most hits filed as inhibitors | recombinant tau K18 P301L (four-repeat tau fragment), heparin-induced fibrillization, ThT fluorescence; note: nearly all actives have a fitted effect of over 55% in size
#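 In this qHTS, human K18 P301L tau is incubated with compound and heparin for 6 hr at 37 C, and Thioflavin T fluorescence then reports fibril load.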
# TRb SRC2 PPI: TRbeta-SRC2 interaction inhibition; 0.065% of 280,000 active; TRbeta-SRC2 peptide binding, fluorescence polarization; receptor liganded with 1 µM T3; AID 1469; Potency, µM (doses to about 106 µM), without a hit: top-dose activity change, negative = inhibition, usual class: inhibitors;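 note: plate controls were bound peptide for no effect and peptide without receptor for full effect; nearly all actives have a fitted effect of over 50% in size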
# Target sequence (P10828 whole entry, looked up): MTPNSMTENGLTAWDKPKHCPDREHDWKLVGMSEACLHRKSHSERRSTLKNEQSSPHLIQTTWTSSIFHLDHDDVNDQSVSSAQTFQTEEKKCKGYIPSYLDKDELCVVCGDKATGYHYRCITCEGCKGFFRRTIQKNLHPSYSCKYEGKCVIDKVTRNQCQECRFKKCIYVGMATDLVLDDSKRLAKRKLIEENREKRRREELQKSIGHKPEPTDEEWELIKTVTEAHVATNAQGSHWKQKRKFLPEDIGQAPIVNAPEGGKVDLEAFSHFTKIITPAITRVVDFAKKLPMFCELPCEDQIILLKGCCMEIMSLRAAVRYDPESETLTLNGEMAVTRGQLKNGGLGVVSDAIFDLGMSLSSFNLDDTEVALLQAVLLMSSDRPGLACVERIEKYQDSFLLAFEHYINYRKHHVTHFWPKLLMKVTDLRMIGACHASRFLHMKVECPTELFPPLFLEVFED
#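 Fluorescence polarization of 20 nM Texas Red SRC2 peptide (20-aa NR interaction domain) bound to 0.6 uM human TRb ligand-binding domain, with 1 uM T3, after 5 hr at ambient temperature; inhibition seen as decreased polarization.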
# TR SRC2 fluor cs: counter-screen for TRb-SRC2 inhibitors: fluorescence interference; TRb/SRC2 Texas Red total fluorescence interference; Potency, µM (titrated, usually from 106 µM), for inactives: at the highest dose fluorescence change, negative = quenching; 0.29% of 280,000 active; AID 1479; active = well fitted curve in either direction with a large enough effect; inconclusive = small, poorly fitted or top-dose-only effect
#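 Flags fluorescent or light-absorbing compounds by total fluorescence, S + 2P, at 555 nm excitation and 632 nm emission. Mixture: 20 nM Texas Red SRC2 peptide, 0.6 uM human TRb LBD, 1 uM T3, 5% DMSO; compound exposure 5 h at ambient temperature.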
# RECQ1 helicase: inhibitors of human RECQ1 DNA helicase; P46063; RECQ1 DNA unwinding, red fluorescence kinetic read; Potency, µM (titrated, usually from 57.3 µM), inactives show top-dose activity, negative = inhibition, hits mostly inhibitors; 0.54% of 240,000 active; AID 2549;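 note: plate controls were vehicle for no effect and no enzyme for full effect; nearly all actives have a fitted effect of over 30% in size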
#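 50 nM RECQ1T1 preincubated 15 min with compound in Tris pH 8.0 buffer with MgCl2, DTT, Tween-20 and 2.5 ug/ml poly(dI-dC); started with 200 nM TAMRA/BHQ-2 forked duplex and 2 mM ATP. Unwinding read as fluorescence (525/598 nm), two reads 2 h apart.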
# L3MBTL1 inh: L3MBTL1 (human) inhibition | 0.66% of 230,000 active | Q9Y468 | AlphaScreen L3MBTL1–H3K9me1 peptide binding | AID 485360 | Potency, µM (series often up to 57.1 µM), inactives show at the top dose activity, negative = inhibition, usual class: inhibitors; note: nearly all actives have a fitted effect of over 60% in size
#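 First, the protein-peptide complex forms for 30 min at room temperature (L3MBTL1 50 nM, biotinylated H3K9me1 peptide 75 nM). Next, compounds are pin-transferred and incubated 30 min. Finally, AlphaScreen beads are added and read after 30 min.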
# JMJD2E inh: JMJD2E (human) inhibition; 1.6% of 230,000 active; AID 2147; Potency, µM (titrated, usually from 57.1 µM), for the others: at the highest dose activity change, negative = inhibition, most hits filed as inhibitors; JMJD2E catalytic domain, FDH-coupled NADH fluorescence (FDH is formaldehyde dehydrogenase); B2RXH2; active = well fitted inhibition curve with a large enough effect, not every such curve was filed as active; inconclusive = small, poorly fitted or top-dose-only effect, or another doubt; inactive = no such curve, though single readings can be large or run the other way;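 note: 0% = wells with enzyme and -100% = buffer wells without enzyme; nearly all actives have a fitted effect of over 50% in size; many of its hits are not listed in these tables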
# * marks the source's active call; other numbers are inactive results; i = inactive; ? = inconclusive; / = no result given; & = joins results of further samples; [ ] = another dose, or the depositor's remark. Unless noted, calls come from the whole dose curve; as a rule, active = well fitted curve in the direction sought with a large enough effect; inconclusive = small, poorly fitted or top-dose-only effect, or another doubt; inactive = no such curve, though single readings can be large; an effect the other way counts as inactive or inconclusive. Unless noted, % is set by controls: 0 for no effect and ±100 for the full control effect; potency is the fitted concentration of half-maximal effect.
nr	structure	GoLoco inh red	Tau FP inhib	Tau fibril ThT	TRb SRC2 PPI
1	CCOc1ccc(C(=O)Nc2nnc(S(=O)(=O)Nc3ccccc3)s2)cc1	/	-7%	-18%	-6%
2	Cc1ccc(-n2nc(C)c3c(C)cc(=O)n(CC(=O)N4CCCc5ccccc54)c32)cc1	/	8%	-9%	5%
3	COc1ccccc1-c1noc(-c2ccccc2C(=O)NCc2ccco2)n1	3%	-6%	-7%	6%
4	N#Cc1nc(-c2ccc(F)cc2)oc1N1CCCC1	5%	-5%	-9%	-1%
5	CC(=O)c1ccc(NC(=O)/C(Cl)=C/c2ccccc2)cc1	-12%	12%	6%	-5%
6	O=S(=O)(c1ccc(-c2nc3ccccc3s2)cc1)N1CCCC1	0%	-3%	-3%	-8%
7	CC1=C(C(=O)OCC2CCCO2)C(c2ccc(Cl)c(Cl)c2)NC(=O)N1 (stereo unspecified)	-13%	3%	3%	-3%
8	CCN(CC)CC(=O)c1c(N)n(Cc2ccccc2)c(=O)n(C)c1=O	1%	-14%	-8%	1%
9	O=C(COC(=O)COc1ccccc1Cl)Nc1ccccc1OC(F)F	-1%	4%	-9%	-17%
10	COC(=O)c1ccccc1NC(=O)Cn1nnc(-c2ccc(OC)cc2)n1	-3%	-15%&-6%	-11%&-8%	3%&-4%
11	CN1/C(=C\C(=O)COC(=O)Cn2nnc(-c3ccccc3)n2)C(C)(C)c2ccccc21	186%[activator]	14%	?	2%
12	Cc1cc(C)c2c(N)c(-c3nc4ccccc4[nH]3)sc2n1	1%	6%	?	-9%

nr	TR SRC2 fluor cs	RECQ1 helicase	L3MBTL1 inh	JMJD2E inh
1	4%	/	/	/
2	-18%	/	/	/
3	1%	i	-6%	-10%
4	3%	-3%	-7%	?
5	-3%	14%	38%[activator]	4%
6	2%	-1%	/	-1%
7	-6%	-3%	53%	0%
8	-3%	i	-3%	0%
9	1%	i	/	-3%
10	-1%&-11%	i	8%	?
11	14%	?	-1%	?
12	-5%	i	10%	?

# (cont.)
nr	structure	GoLoco inh red	Tau FP inhib	Tau fibril ThT	TRb SRC2 PPI
13	O=C(NCC1CCCO1)C12CN(Cc3ccccc3)CC1C(c1cccc([N+](=O)[O-])c1)=NO2 (stereo unspecified)	-22%	-4%	-7%	-24%
14	NC1=NC(=Nc2ccc(Cl)cc2)c2ccccc21	-24%	-2%	?	0%
15	CC(C)c1ccc(Nc2nc(CC(=O)O)cs2)cc1	28%	?	?	-9%
16	CCCCOC(=O)c1cccc(NC(=O)CCC(=O)O)c1	2%	0%	7%	-4%
17	Cc1nnsc1C(=O)N1CCC(CO)(Cc2ccccc2Cl)CC1	-2%	0%	-8%	-8%
18	c1ccc(CCc2nn3c(Cn4nnc5ccccc54)nnc3s2)cc1	-3%	-8%	-12%	-30%
19	C=C(Br)Cn1c(CC(C)C)nc2ccccc21	1%	-3%	-4%	2%
20	COC(=O)n1c(=O)oc2ccccc21	5%	3%	-11%	0%
21	O=C(COc1ccccc1[N+](=O)[O-])Nc1cc(C(=O)O)cc(C(=O)O)c1	-1%	-12%	-6%	-1%
22	CCn1c(/C=C2/C(=O)N(C)c3ccccc32)nc2ccccc2c1=O	-13%	3%	7%	7%
23	CCn1c2ccc(OC)cc2c2nc3ccccc3nc21	-79%	-10%	5%	5%
24	CCOC(=O)C1CCCCN1S(=O)(=O)c1csc(C(N)=O)c1 (stereo unspecified)	/	4%	6%	4%

nr	TR SRC2 fluor cs	RECQ1 helicase	L3MBTL1 inh	JMJD2E inh
13	-2%	-9%	-5%	2%
14	-2%	-9%	-1%	5%
15	-5%	-14%	/	0%
16	-3%	i	5%	-2%
17	-1%	-1%	0%	0%
18	2%	?	-13%	-14%
19	2%	-11%	3%	1%
20	-1%	-2%	0%	-4%
21	-3%	-7%	/	-7%
22	1%	1%	?	?
23	-2%	3%	15%	10%
24	-3%	/	/	/

# Next part.
nr	structure	GoLoco inh red	Tau FP inhib	Tau fibril ThT	TRb SRC2 PPI
25	CCOC(=O)c1c(C)oc2nc(C)nc(N3CCN(c4cccc(C(F)(F)F)c4)CC3)c12	/	2%	-18%	-4%
26	CS(=O)(=O)N(CC(=O)O)c1cc(Cl)cc(Cl)c1	-9%	0%	-2%	-1%
27	COc1ccc(NS(=O)(=O)c2ccc(NC(=O)c3ccc(N(C)S(C)(=O)=O)cc3)cc2)c(OC)c1	-6%	?	0%	-4%
28	FC(F)(F)c1ccc(N2CCN(c3cc(-c4ccccc4)nc4ncnn34)CC2)nc1	9%	-6%	?	-2%
29	Cc1cc(C)c2c(n1)sc1c(N3CCCCC3)ncnc12	5%	?	?	7%
30	CC1CCN(C(=O)c2cc(-c3cccc(Cl)c3)on2)CC1	/	10%	-11%	1%
31	O=S(=O)(c1cccc(C(F)(F)F)c1)N1CCN(C(=S)NCc2ccco2)CC1	2%	-3%	6%	2%[53 µM]
32	O=C(NCc1cccnc1)C(=O)C1C(=O)Nc2ccccc21 (stereo unspecified)	-16%	-4%	7%	-6%
33	CCSc1sc(CC)cc1C=O	-1%	2%	5%	7%
34	CCOc1ccc(NC(=S)NC23CN4CN(CN(C4)C2)C3)cc1	2%	-10%	-13%	-4%
35	CCOC(=O)c1oc2ccccc2c1CN1CCN(c2ccccc2)CC1	7%	2%	?	0%
36	Cc1cc(C)cc(N2C(=O)CC(n3nc(C)cc3C)C2=O)c1 (stereo unspecified)	14%	2%	0%	6%

nr	TR SRC2 fluor cs	RECQ1 helicase	L3MBTL1 inh	JMJD2E inh
25	-2%	/	/	/
26	-1%	-3%	/	1%
27	-2%	1%	11%	-8%
28	0%	-10%	4%	?
29	1%	i	8%	?
30	-5%	/	/	/
31	-2%[53 µM]	-6%	-5%	6%
32	-2%	2%	0%	-2%
33	0%	-14%	/	0%
34	0%	-6%	/	2%
35	-1%	i	/	-8%
36	0%	-9%	/	9%

# Additional entries
nr	structure	GoLoco inh red	Tau FP inhib	Tau fibril ThT	TRb SRC2 PPI
37	CCOCCCNS(=O)(=O)c1ccccc1	-2%	-3%	-2%	2%
38	COc1ccccc1N1CCN(/N=C/C=C\c2ccco2)CC1	-6%	0%	?	1%
39	CCOC(=O)Nc1ccc2c(c1)N(C(=O)CCN1CCN(C)CC1)c1ccccc1S2	1%	8%	-10%	-6%
40	CCC(=O)N(CCC(c1ccccc1)c1ccc2c(c1)OCO2)Cc1ccc(OC(C)C)cc1 (stereo unspecified)	/	4%	?	9%
41	CC(Nc1nc2ccccc2n2cnnc12)c1ccccc1 (stereo unspecified)	1%	-1%	0%	9%
42	CC(/C=N/NC(=O)c1cc(C2CC2)[nH]n1)=C\c1ccccc1	-2%	-15%	/	-2%
43	CCOC(=O)c1cnc(SCc2ccccc2)nc1N	14%	5%	-4%	-1%
44	O=C(CN1C(=O)C2C3C=CC(C3)C2C1=O)NCCc1ccccc1Cl (stereo unspecified)	-27%	-2%	-9%	-8%
45	CCSc1nnc(CNC(=O)C23CC4CC(CC(C4)C2)C3)n1C1CCCCC1	2%	-12%	-10%	-5%
46	OCCN1CCN(c2ncnc3c2c(-c2ccccc2)cn3-c2ccc(F)cc2)CC1	2%	6%	-13%	3%
47	CC1(C(=O)Nc2cccc(C(F)(F)F)c2)CO1 (stereo unspecified)	8%	-3%	11%	-4%
48	Cc1cccc(Oc2nc(-c3ccncc3)nc3ccccc23)c1	-4%	-15%	?	5%

nr	TR SRC2 fluor cs	RECQ1 helicase	L3MBTL1 inh	JMJD2E inh
37	0%	-2%	/	2%
38	0%	i	-10%	-4%
39	1%	-5%	-23%	2%
40	-3%	/	/	/
41	-1%	-7%	-3%	-12%
42	1%	2%	/	-10%
43	-6%	i	-7%[11.4 µM]	-4%
44	-1%	i	5%	8%
45	1%	i	-3%	-5%
46	2%	-1%	/	-6%
47	-1%	i	9%	-6%
48	-3%	1%	7%	1%

# Single records, as listed above. Order of values: GoLoco inh red, Tau FP inhib, Tau fibril ThT, TRb SRC2 PPI, TR SRC2 fluor cs, RECQ1 helicase, L3MBTL1 inh, JMJD2E inh
# CN1/C(=C\C(=O)COC(=O)Cn2nnc(-c3ccccc3)n2)C(C)(C)c2ccccc21 is listed as 186%[activator], 14%, ?, 2%, 14%, ?, -1%, ?
# C=C(Br)Cn1c(CC(C)C)nc2ccccc21 is listed as 1%, -3%, -4%, 2%, 2%, -11%, 3%, 1%
# COC(=O)c1ccccc1NC(=O)Cn1nnc(-c2ccc(OC)cc2)n1 is listed as -3%, -15%&-6%, -11%&-8%, 3%&-4%, -1%&-11%, i, 8%, ?
# CCN(CC)CC(=O)c1c(N)n(Cc2ccccc2)c(=O)n(C)c1=O is listed as 1%, -14%, -8%, 1%, -3%, i, -3%, 0%
# O=S(=O)(c1ccc(-c2nc3ccccc3s2)cc1)N1CCCC1 is listed as 0%, -3%, -3%, -8%, 2%, -1%, /, -1%

# (cont.)
nr	structure	GoLoco inh red	Tau FP inhib	Tau fibril ThT	TRb SRC2 PPI
49	O=c1c(Cl)c(NCCCO)cnn1-c1nc2ccccc2[nH]1	6%	?	?	13%
50	O=C(N/N=C/c1ccncc1)C1CC1(c1ccccc1)c1ccccc1 (stereo unspecified)	-1%	-7%	?	-12%
51	COc1cc(OC)c(OC)cc1CNc1sc2c(c1C(=O)Nc1ccccc1OC)CCC2	/	5%	?	1%
52	N/C(=N\OS(=O)(=O)c1ccc(Br)cc1)c1ccncc1	-3%	?	?	-4%
53	CCCC(C)NC(=O)c1cc(Cl)ccc1OC (stereo unspecified)	8%	1%	-7%	1%
54	C/C(=N\Nc1nc2ccccc2s1)c1ccc(Br)s1	3%	?	?	-3%
55	CCCC(=O)Nc1cc(C(=O)NCc2ccc(OC)cc2)ccc1S(=O)(=O)c1ccc(Cl)cc1	/	-4%	?	-8%

nr	TR SRC2 fluor cs	RECQ1 helicase	L3MBTL1 inh	JMJD2E inh
49	-1%	0%	-9%	?
50	-3%	-12%	-5%	-13%
51	4%	/	/	/
52	1%	i	1%	4%
53	0%	i	/	1%
54	-4%	i	-2%	-3%
55	-2%	/	/	/

# The list is partial, so the mix of outcomes need not match the whole.
